Screening data: PubChem BioAssay, several laboratories
STK33 inh = human STK33 kinase inhibition; Q9BYT3; purified STK33, MBP phosphorylation, ADP-Glo luminescence; inhibition, % at 10 µM; hit rate 0.073% among 320,000; AID 2661;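 active = inhibition at or above 25%, using the most active replicate where run in duplicate; inactive = inhibition below 25%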
Target sequence (Q9BYT3 whole entry, looked up): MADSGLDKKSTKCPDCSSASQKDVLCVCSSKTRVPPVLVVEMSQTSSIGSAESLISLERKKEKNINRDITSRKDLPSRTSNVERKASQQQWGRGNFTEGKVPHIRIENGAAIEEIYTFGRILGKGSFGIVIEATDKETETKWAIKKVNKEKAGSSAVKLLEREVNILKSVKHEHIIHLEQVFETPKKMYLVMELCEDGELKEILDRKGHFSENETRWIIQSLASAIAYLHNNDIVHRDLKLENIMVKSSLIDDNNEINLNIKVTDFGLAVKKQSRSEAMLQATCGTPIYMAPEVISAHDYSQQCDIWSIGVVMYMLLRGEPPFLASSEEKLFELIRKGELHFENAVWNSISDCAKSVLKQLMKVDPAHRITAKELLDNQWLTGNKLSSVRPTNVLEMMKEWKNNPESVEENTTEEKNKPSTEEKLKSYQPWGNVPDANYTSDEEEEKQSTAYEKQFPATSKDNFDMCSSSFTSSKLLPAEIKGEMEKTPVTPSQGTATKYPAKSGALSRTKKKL
OX1R FRET antag = antagonists of human orexin 1 receptor (OX1R). OX1R-expressing cells, FRET antagonist read-out. O43613. hit rate 1.8% among 330,000. inhibition, % at 6.6 µM; in the data active = inhibition mostly above about 38%, no sharp cut-off; inactive = mostly below about 40%;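 note: 0% = agonist challenge alone and 100% = reference antagonist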
Target sequence (O43613 whole entry, looked up): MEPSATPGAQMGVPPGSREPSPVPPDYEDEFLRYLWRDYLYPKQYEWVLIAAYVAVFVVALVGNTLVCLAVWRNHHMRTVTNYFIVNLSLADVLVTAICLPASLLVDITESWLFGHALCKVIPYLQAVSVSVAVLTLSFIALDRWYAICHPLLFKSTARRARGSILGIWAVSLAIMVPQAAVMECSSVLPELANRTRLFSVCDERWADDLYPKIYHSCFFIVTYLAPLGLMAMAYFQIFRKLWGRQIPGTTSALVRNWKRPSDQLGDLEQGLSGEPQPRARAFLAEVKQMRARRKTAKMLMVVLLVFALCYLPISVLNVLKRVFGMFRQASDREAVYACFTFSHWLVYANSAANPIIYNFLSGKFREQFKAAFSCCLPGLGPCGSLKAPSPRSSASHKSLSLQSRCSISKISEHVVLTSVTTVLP
Starred values were filed as active, the others as inactive; · = no result given; & = joins results of further samples.

SMILES	STK33 inh	OX1R FRET antag
Cc1ccc2[nH]c(=O)c(CN(CC3COCCO3)C(=O)Nc3ccccc3C)cc2c1 (stereo unspecified)	1.2	29
Cc1ccc(-c2[nH]nc3c2C(c2ccc(OC(=O)N4CCOCC4)cc2)C(C#N)=C(N)O3)cc1 (stereo unspecified)	-4.1	18
CCCC(NC(=O)CNC(=O)C(C)(C)C)C(=O)O (stereo unspecified)	·	16
NS(=O)(=O)c1ccc(CCN2C(=O)/C(=C\c3ccc(Cl)cc3)SC2=S)cc1	0.2	16
OCC[C@H]1C[C@H](O)[C@@H](O)[C@@]2(CCCCO2)O1	-0.1	12
Cc1cccc(C)c1NC(=O)CNC(=O)Cc1c[nH]c2ccccc12	-1.4	15
COc1ccccc1C(=O)Nc1nnc(S(=O)(=O)N2CCCCC2)s1	-0.8	0
COc1cccc(C2NC(=O)NC(C)=C2C(=O)OCC2CCCCC2)c1 (stereo unspecified)	-6.1	10
CCCOc1ccc2ccccc2c1/C=C1\SC(=O)NC1=O	5.5	40
COc1cc(S(=O)(=O)N2CCOCC2)ccc1NC(=O)COC(=O)c1ccccn1	0.0	17
Cc1ccc(N2CC(C(=O)NC(C)CCc3ccccc3)CC2=O)cc1 (stereo unspecified)	-1.5	0
CC(=O)[C@@H]1[C@@H]2C(=O)N(Cc3ccccc3)C(=O)[C@@H]2C2c3ccccc3C=CN21 (stereo partly specified)	0.0	20
Cc1nnc(SCC(=O)Nc2ccc([N+](=O)[O-])cc2)n1C	0.0	41
O=C(CSc1nc2ccccc2s1)N/N=C/c1cc([N+](=O)[O-])ccc1O	-0.2	10
Cn1c(SCC(=O)NCCc2ccccc2)ncc(C(=O)Nc2ccccc2)c1=O	-1.0	12
CCN(CC)CCCNC(=O)C(C)n1nc(C)c2sc3ccccc3c2c1=O (stereo unspecified)	-0.4	5
NS(=O)(=O)c1cnccc1NCCc1ccccc1	-0.3	7
CCNC(=O)C(=O)c1c(-c2ccccc2)[nH]c2ccccc12	-0.5	6
O=C(CS(=O)(=O)c1ccc(C(F)(F)F)cn1)NNC(=O)c1ccccc1	-2.4	1
CCOC(=O)CCCCCNC(=O)c1ccc(F)cc1F	1.5	8
CCOC(=O)C1=C(C)NC2=C(C(=O)CC(C)(C)C2)C1c1ccc(N(C)C)cc1 (stereo unspecified)	0.9	10
CCOCCCN(C(=O)Nc1ccc(CC)cc1)C1CCN(C(C)=O)CC1	-1.6	5
Cc1ccc(C2c3c(oc4cc(C)c(C)cc4c3=O)C(=O)N2CCCN2CCOCC2)cc1 (stereo unspecified)	-0.9	14
O=C(NCCC1=CCCCC1)c1cc(S(=O)(=O)N2CCOCC2)ccc1Cl	-0.5	6
COC(=O)C(Cc1ccc(O)cc1)NC(=O)CCc1ccco1 (stereo unspecified)	-2.1	3
Cc1ccsc1/C=N/NC(=O)C(O)c1ccccc1 (stereo unspecified)	-3.0	-5
COc1cccc(CN(C)C(=O)c2ccc(S(=O)(=O)N3CCCC3)cc2)c1OC	-2.0	9
O=[n+]1c2c(n([O-])c3cc(Br)ccc31)CCC2	-2.0	66*
Cc1ccc(NC(=S)NNC(=O)c2nnn(-c3ccccc3)c2C)cc1	-2.1	18
Cc1ccc[n+](CC2OCc3ccccc3CO2)c1	-0.6	9
CC(=O)c1cccc(OCCCOc2cccc3cccnc23)c1	-0.4	7
CN(CC(=O)Nc1ccccc1Br)C(=O)COc1cccc2c1OC(C)(C)C2	-2.0	7
CCC1=C(OC(=O)N(CC)CC)N2C(=O)OC(=NCC(=O)OC)[C@]2(Cc2ccccc2)[C@H]2C1=CC[C@H]1C(=O)N(C)C(=O)[C@H]12	-0.3	21
O=C(OC1CCCCC1=O)c1cc(=O)c2ccccc2o1 (stereo unspecified)	-1.6	10
Cc1ccc(C(C)C)c(OCCNC(=O)c2ccccc2O)c1	1.6	14
CCC(C(=O)Nc1nccs1)c1ccccc1 (stereo unspecified)	0.6	8
Cc1ccccc1OCC(=O)Nc1nnc(-c2ccco2)s1	-1.1	8
Cc1ccccc1NC(=O)CSc1nnc(C)c(=O)[nH]1	-1.8	0
O=C(CSc1nnc(CNC(=O)c2ccccc2)o1)c1ccc(Cl)cc1	-0.9	9
Cc1cc([N+](=O)[O-])nn1CCCC(=O)O	-2.3	14
CC(=O)O/N=C(/c1nonc1N)N1CCN(c2ccc([N+](=O)[O-])cc2Cl)CC1	-1.8	9
CCOc1ccccc1NC(=O)c1cnccn1	2.3	17
O=C1c2ccccc2C(=O)N1Cc1nc2ccccc2o1	0.5	18
O=C(O)CNC(=O)C(Cc1ccccc1)NC(=O)OCc1ccccc1 (stereo unspecified)	-0.7	36
O=C1COc2ccc(C(=O)COC(=O)c3cnc(Cl)c(Cl)c3)cc2N1	-0.7	6

Quoted at random: 2 compounds from above, in no set order.
SMILES	STK33 inh	OX1R FRET antag
CCC(C(=O)Nc1nccs1)c1ccccc1 (stereo unspecified)	0.6	8
O=C(OC1CCCCC1=O)c1cc(=O)c2ccccc2o1 (stereo unspecified)	-1.6	10

(listing goes on)
SMILES	STK33 inh	OX1R FRET antag
O=C(CN1C(=O)NC(c2ccccc2)(c2ccccc2)C1=O)Nc1ccc(N2CCOCC2)cc1	-0.6	10
CC(C)(C)C1CCC(OC(=O)C[N+]2(C)CCCC2)CC1 (stereo unspecified)	-0.3	14
CC(C)(C)C(=O)OCc1cn(-c2ccccc2)nn1	-2.5	8
COc1ccccc1CNC(=O)c1cc2c(C)nn(Cc3ccc(F)cc3)c2s1	-1.2	44
Oc1oc(-c2ccccc2)nc1C=NCc1ccncc1	0.6	8
Cc1cc(C)n2nc3ccccc3c2n1	0.5	14
COc1cc(/C=C/C(=O)N2CCN(Cc3ccccc3)CC2)cc(OC)c1OC	-1.0	5
NC(=O)c1cnn2c(C(F)(F)F)cc(-c3ccc(F)cc3)nc12	0.0	18
O=C(Nc1ccc2c(c1)OCO2)C1CCCCN1S(=O)(=O)c1ccccc1 (stereo unspecified)	0.3	39
COc1cccc(CNC(=O)C2CCN(c3nn4c(=O)cc(C)nc4s3)CC2)c1	-0.9	7
Cc1ccoc1C(=O)NCc1occc1C(=O)O	-0.7	8
CCN(CC(=O)Nc1ccccc1C(F)(F)F)C(=O)c1cc(-c2cccs2)nn1-c1ccccc1	-2.1	15
O=C(c1ccc(COc2c(F)c(F)c(F)c(F)c2F)o1)N1CCOCC1	-0.7	23
CCOc1nc(-c2ccc(Cl)cc2)nc2ccccc12	-0.6	-1
O=C(CC1(O)C(=O)Nc2cc(Cl)cc(Cl)c21)c1ccccc1O (stereo unspecified)	-1.9	51
O=C(C[C@H]1C(=O)N(C2CCCCC2)C[C@@H]1Cc1ccccc1)Nc1ccccc1	-1.0	38
COc1ccc(/C=N\Nc2ccccc2[N+](=O)[O-])c(C(=O)O)c1OC	0.3	28
O=C(O)c1ccc[n+](Cc2ccc([N+](=O)[O-])cc2)c1	-0.7	9
CN1C(=O)[C@H]2[C@@H](/C=C/c3ccccc3)N3C(=O)CN(CC4CC4)C(=O)[C@@]3(C)[C@H]2C1=O	1.8	11
Cc1onc(-c2ccccc2Cl)c1C(=O)NC(=S)Nc1ccccc1C(N)=O	-0.8	15
COc1ccc(CNC(=O)c2ccc(=O)oc2)cc1OC	-2.1	20
CCCCOC(=O)c1ccccc1N1C(=O)C2C3CCC(C3)C2C1=O (stereo unspecified)	-1.2	27
O=C1CCCc2nc(N3CCN(C(=O)c4ccco4)CC3)ncc21	-0.2	10
O=C(NC1CC(=O)N(c2ccc(F)cc2)C1)N1CCN(C(=O)c2ccco2)CC1 (stereo unspecified)	0.0	-2
CC(C)C1Nc2ccc(S(=O)(=O)N3CCOCC3)cc2NC1=O (stereo unspecified)	0.7	5
COc1ccc(C(=O)NC(CCSC)C(=O)NC2CC2)cc1 (stereo unspecified)	0.0	2
CCOC(=O)N1CCC(n2c(SCC(=O)NCc3ccco3)nc3ccsc3c2=O)CC1	1.7	13
O=C(NCCN1CCOCC1)c1cc2ccccc2[nH]1	-0.3	8
Cc1[nH]n(-c2ccc(Cl)cc2)c(=O)c1/C=N/c1nnc(-c2ccccc2)s1	0.0	12
Cn1c(SCc2nc3ccccc3[nH]2)nnc1-c1cnccn1	-3.6	26
Cc1cccc(NC(=O)c2cc(S(=O)(=O)N3CCC4(CC3)OCCO4)ccc2F)c1	-1.1	3
CC1=NNC(=O)C1CCC(=O)N/N=C\c1ccc(Cl)c(Cl)c1 (stereo unspecified)	0.7	23
O=C(CN1CCN(S(=O)(=O)c2ccccc2)CC1)NC1CC1	0.1	13
O=C(CNC(=S)N(CCCN1CCOCC1)Cc1cccs1)NC1CC1	-1.4	4
O=C(COc1ccc(C(=O)NCc2cccnc2)cc1)Nc1cccc(C(F)(F)F)c1	-0.1	34
Cn1cc(CN2CCC(n3nccc3NC(=O)CCOc3ccccc3)CC2)cn1	0.6	2
c1ccc(-c2cn(-c3ccccc3)c3ncnc(N4CCCCC4)c23)cc1	-0.1	6
CC1(C)CC(CCC(=O)Nc2ccc(S(N)(=O)=O)cc2)C(=O)O1 (stereo unspecified)	0.6	4
COc1cccc(-c2cc(C(=O)NCCc3ccccc3)no2)c1	-0.7	9
Cc1cccc(-c2nc(CN3CCCC(C(=O)NC4CCCCC4)C3)c(C)o2)c1 (stereo unspecified)	0.1	12
COc1cc(Cl)ccc1OCc1cc(C(=O)NC2CCc3ccccc32)no1 (stereo unspecified)	-1.6	28
COc1ccc(/C(=N\Nc2ccccc2C(=O)O)c2ccccc2)cc1	-2.2	13
CCN(CC)c1ccc(CC(=O)NC(C)Cc2ccccc2)cc1 (stereo unspecified)	-1.2	23
O=C(Nc1cccc(Cl)c1N1CCCC1)c1cccc(-c2cc3ccccc3oc2=O)c1	-0.4	13
O=C(c1ccc(Br)cc1)N1CCCc2ccccc21	-2.2	16

Reprinted from the part before: four compounds, then new ones.
SMILES	STK33 inh	OX1R FRET antag
COc1ccc(/C(=N\Nc2ccccc2C(=O)O)c2ccccc2)cc1	-2.2	13
CCN(CC)c1ccc(CC(=O)NC(C)Cc2ccccc2)cc1 (stereo unspecified)	-1.2	23
O=C(Nc1cccc(Cl)c1N1CCCC1)c1cccc(-c2cc3ccccc3oc2=O)c1	-0.4	13
O=C(c1ccc(Br)cc1)N1CCCc2ccccc21	-2.2	16
CC(CCc1ccccc1)NC(=O)c1ccc(NC(=O)c2ccc(Cl)cc2Cl)cc1 (stereo unspecified)	0.2	17
Cc1ccc(Cl)cc1N(C)C(=O)Cn1ncc2c([nH]c3ccccc32)c1=O	-0.3	13
c1ccc2c(c1)c1ccccc1n2CN1CCOCC1	-1.5	14
Cc1cccc(C(=O)Nc2ccc3c(c2)nc(C)n3C)c1	-0.6	4
CCOc1ccc(S(=O)(=O)N2CCCCC2)cc1NC(=O)CN1C(=O)NC(CC)(c2ccccc2)C1=O (stereo unspecified)	0.1	24
COC(=O)c1ccc(OCC(O)CN2CCN(C(=O)c3ccco3)CC2)cc1 (stereo unspecified)	-1.5	-3
O=C(NC1CCCCCCC1)c1ccco1	-1.1	7
CCN(CC(=O)NCc1cccs1)C(=O)/C=C/c1cc(Br)ccc1OC(F)F	-0.7	6
Cc1ccc(C2=NOC(C)(c3nnc(-c4ccccc4)o3)C2)cc1 (stereo unspecified)	1.4	17
CCOc1ccc(C(=O)NC(=S)Nc2ccccc2N2CCOCC2)cc1Br	-1.0	22
COc1ccc(N2C(=O)C3C(C2=O)C3(c2ccccc2)c2ccccc2)cc1 (stereo unspecified)	2.7	7
O=C(N/N=C/c1ccccc1)c1cc(-c2ccc3c(c2)OCO3)n[nH]1	0.2	13
COc1ccc(S(=O)(=O)N2CCCCCC2)cc1C(=O)N(C)CC(=O)Nc1ccc(F)cc1	-1.2	13
Cc1[nH]c(C)c(S(=O)(=O)Nc2ccccc2Cl)c1C(=O)N1CCCC1	-2.7	8
Cc1ccc(OCC(=O)NCc2ccc3c(c2)OCO3)c([N+](=O)[O-])n1	0.7	43
CCOc1ccc2ccccc2c1C(=O)N[C@@H]1C(=O)N2[C@@H]1SC(C)(C)[C@@H]2C(=O)O	-3.2&-3.0	14&31
COC(=O)CSc1nccc(-c2cccs2)n1	1.1	18
CC1CCC(NC(=O)CCS(=O)(=O)c2ccc3c(c2)CC(C)N3C(=O)C2CC2)CC1 (stereo unspecified)	-0.8	18
CNC(=O)CSc1nc(N)c2c3c(sc2n1)CCC3	·	10
O=C(CSC1=Nc2ccccc2C2=NC(CC(=O)N3CCN(c4ccccc4)CC3)C(=O)N12)NCC1CCCO1 (stereo unspecified)	-1.5	16
CSc1nc2n(n1)C(c1cccs1)C1=C(CCCC1=O)N2 (stereo unspecified)	·	106*
COc1ccc(NCc2n[nH]nc2-c2ccccc2)cc1Cl	-2.0	24
CCOc1ccccc1CNC(=O)CNC(=O)c1cccs1	-1.1	14
Clc1ccc(-n2ncc3c(N4CCCCCC4)ncnc32)cc1	-0.4	16

Compound profiles (already shown).
CCOc1ccccc1CNC(=O)CNC(=O)c1cccs1 is entered as STK33 inh: -1.1; OX1R FRET antag: 14
COc1ccc(NCc2n[nH]nc2-c2ccccc2)cc1Cl is entered as STK33 inh: -2.0; OX1R FRET antag: 24

Some of these compounds in order of their number in STK33 inh, highest first:
SMILES	STK33 inh	OX1R FRET antag
COC(=O)CSc1nccc(-c2cccs2)n1	1.1	18
Clc1ccc(-n2ncc3c(N4CCCCCC4)ncnc32)cc1	-0.4	16
CC1CCC(NC(=O)CCS(=O)(=O)c2ccc3c(c2)CC(C)N3C(=O)C2CC2)CC1 (stereo unspecified)	-0.8	18
CCOc1ccccc1CNC(=O)CNC(=O)c1cccs1	-1.1	14
O=C(CSC1=Nc2ccccc2C2=NC(CC(=O)N3CCN(c4ccccc4)CC3)C(=O)N12)NCC1CCCO1 (stereo unspecified)	-1.5	16
COc1ccc(NCc2n[nH]nc2-c2ccccc2)cc1Cl	-2.0	24
